Bioassay records from PubChem BioAssay.
GLA spleen mod: qHTS Assay for Inhibitors and Activators of Human alpha-Galactosidase From Spleen Homogenate; 0.008% of 240,000 active; Potency, µM (titrated, usually from 80 µM), for the others: at the top dose activity change, negative = inhibition, most hits filed as inhibitors; human spleen homogenate, 4MU-alpha-Gal fluorescence, 40 min;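 further: potency means the concentration at half of the fitted maximal effect; 0% = enzyme with vehicle and -100% = no enzyme basal signal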
Target sequence (P06280 32-429 limits assumed): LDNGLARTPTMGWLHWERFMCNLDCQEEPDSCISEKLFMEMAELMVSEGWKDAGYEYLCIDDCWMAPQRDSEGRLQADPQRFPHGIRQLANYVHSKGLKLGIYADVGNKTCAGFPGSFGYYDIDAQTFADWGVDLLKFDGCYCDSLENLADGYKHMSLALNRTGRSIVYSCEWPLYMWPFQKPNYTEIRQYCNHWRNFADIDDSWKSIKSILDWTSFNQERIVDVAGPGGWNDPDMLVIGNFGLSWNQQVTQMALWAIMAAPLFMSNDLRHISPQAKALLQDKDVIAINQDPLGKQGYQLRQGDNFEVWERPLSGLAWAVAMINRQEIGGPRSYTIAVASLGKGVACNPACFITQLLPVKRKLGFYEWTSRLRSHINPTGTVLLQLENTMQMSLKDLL
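qHTS titration in buffer at pH 5.0. Alpha-galactosidase activity in spleen homogenate was measured via 4-methylumbelliferone release from 1 mM fluorogenic substrate after 40 min at 37C and a pH 10 stop. AC50 came from Hill fits of control-normalized data.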
KinaseGlo FLuc: Counterscreen for Luciferase (Kinase-Glo TM) Inhibition; AID 1379, 2008; Kinase-Glo luciferase, ATP luminescence, 8 min; Luciferin 4-monooxygenase (Photuris pensylvanica), Q27757; 0.28% of 200,000 active; Potency, µM (doses to about 38.3 µM), without a hit: at the top dose activity change, negative = inhibition, hits mostly inhibitors; further: potency means the concentration at half of the fitted maximal effect; on the % scale 0 is the no-effect control and ±100 the full control effect; nearly all actives have a fitted effect of over 60% in size
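Luminescence was the read-out, taken after 8-minute incubation at ambient temperature. Luciferase turned over luciferin with 10 uM ATP in imidazole pH 7.2 buffer containing KCl, MgCl2, Tween 20 and BSA.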
IMPase Li cell: qHTS Assay for Identifying the Cell-Membrane Permeable IMPase Inhibitors: Potentiation with Lithium. CHO-M1 cells, IP1 TR-FRET (IP-One), carbachol + lithium. Potency, µM (top dose mostly 59.4 µM), for the others: top-dose activity, negative = IMPase inhibition, most hits filed as inhibitors. 0.35% of 210,000 active. AID 1457, 2008;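 further: IP1 builds up when IMPase is blocked and the TR-FRET signal falls; potency means the concentration at half of the fitted maximal effect; plate controls were basal vehicle for no effect and high inhibitor control for full effect; nearly all actives have a fitted effect of over 50% in size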
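IP1 accumulation measured by competitive TR-FRET in lysed CHO-M1 cells after 30 min compound exposure at 37C, with a small lithium addition to potentiate weak responses. Hill-equation AC50 from ratio and donor-channel data.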
CBFb-RUNX1 inh: qHTS Assay for Compounds Blocking the Interaction Between CBF-beta and RUNX1 for the Treatment of Acute Myeloid Leukemia. AlphaScreen CBFb-His/RUNX1-biotin binding, biochemical. Potency, µM (doses to about 59.8 µM), for the others: at the top dose activity, negative = inhibition, hits mostly inhibitors. 230,000 tested, under 10 active. AID 1477, 2009; further: % of control where 0% means no effect
Target sequence (Q01196 whole entry, looked up): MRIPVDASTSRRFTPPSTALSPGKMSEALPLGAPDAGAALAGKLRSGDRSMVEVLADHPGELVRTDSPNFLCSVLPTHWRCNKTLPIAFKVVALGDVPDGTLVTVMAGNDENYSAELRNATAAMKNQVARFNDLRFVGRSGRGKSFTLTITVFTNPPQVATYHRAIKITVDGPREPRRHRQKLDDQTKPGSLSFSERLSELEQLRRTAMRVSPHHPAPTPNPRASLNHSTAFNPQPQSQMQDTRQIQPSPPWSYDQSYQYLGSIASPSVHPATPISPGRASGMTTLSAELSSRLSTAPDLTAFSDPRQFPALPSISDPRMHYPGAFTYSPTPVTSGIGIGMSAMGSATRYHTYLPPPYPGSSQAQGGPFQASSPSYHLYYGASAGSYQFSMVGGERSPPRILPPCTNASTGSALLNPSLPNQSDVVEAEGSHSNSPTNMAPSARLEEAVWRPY
Target sequence (Q13951 whole entry, looked up): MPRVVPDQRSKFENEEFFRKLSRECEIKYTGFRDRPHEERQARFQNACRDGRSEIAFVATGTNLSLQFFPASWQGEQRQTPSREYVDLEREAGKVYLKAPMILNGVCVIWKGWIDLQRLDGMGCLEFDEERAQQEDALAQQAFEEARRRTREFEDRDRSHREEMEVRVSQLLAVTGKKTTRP
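AlphaScreen proximity signal reports loss of binding between His-tagged CBF-beta and biotin-labelled RUNX1, each at 30 nM. Proteins are pre-associated for 20 minutes, compounds added for 15 minutes, then beads for 90 minutes, all at ambient temperature.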
NPSR antagonist: qHTS Assay for Antagonists of the Neuropeptide S Receptor: cAMP Signal Transduction. CHO-NPSR cells, cAMP TR-FRET, antagonist mode. Potency, µM (titrated, usually from 38.3 µM), for the others: at the top dose activity change, negative = inhibition, usual class: inhibitors. 1% of 220,000 active. AID 1461, 2008; further: potency means the concentration at half of the fitted maximal effect; on the % scale 0 is the no-effect control and ±100 the full control effect; nearly all actives have a fitted effect of over 50% in size; many of its hits are not listed in these tables
LMNA splice mod: qHTS Assay for Modulators of Lamin A Splicing; Potency, µM (top dose mostly 46.1 µM), without a hit: at the highest dose ratio change, negative = inhibition, usual class: inhibitors; 0.01% of 200,000 active; HeLa LMNA splicing GFP/RFP minigene ratio, 48 h; active means well fitted inhibition curve with a large enough effect in the signal ratio, with a control signal flat, not every such curve was filed as active; inconclusive means small, poorly fitted or top-dose-only effect, or effect the other way, or a change in a side signal; the % refers to the signal ratio; further: potency means the concentration at half of the fitted maximal effect; on the % scale 0 is the no-effect control and ±100 the full control effect
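S3 HeLa cells stably expressing lamin A-EGFP splicing minigene plus DsRed2, 600 cells/well, 48 h compound exposure at 37C. Laser-scanning cytometry; analysed as GFP (500-530 nm)/RFP (575-640 nm) total intensity ratio; 0.5% DMSO vehicle.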
Epigenetic derep: Quantitative High-Throughput Screen for Regulators of Epigenetic Control; Potency, µM (doses to about 53.9 µM), for the others: top-dose GFP activation, hits mostly activators; AID 1865, 2009; murine LDR cells, GFP reporter derepression, 30 h; 0.2% of 280,000 active; further: potency means the concentration at half of the fitted maximal effect; % of control where 0% means no effect; nearly all actives have a fitted effect of over 60% in size
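In this reporter-derepression format, murine cells bearing a silenced integrated CMV-GFP locus incubate with test compound (30 h, 37 C), then are washed and imaged; fluorescent objects of 20–120 um count as induced cells.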
Active calls of the source: *; ? = inconclusive; . = not tested or not shown; [ ] = dose if it differs, or a comment. Unless noted, the call rests on the fitted dose curve; in most records, active means well fitted curve in the direction sought with a large enough effect; inconclusive means small, poorly fitted or top-dose-only effect, or another doubt; inactive means no such curve, though single readings can be large; an effect the other way counts as inactive or inconclusive.

| SMILES | GLA spleen mod | KinaseGlo FLuc | IMPase Li cell | CBFb-RUNX1 inh | NPSR antagonist | LMNA splice mod | Epigenetic derep |
| --- | --- | --- | --- | --- | --- | --- | --- |
| COc1ccc(O[C@H]2C=C[C@@H](c3ccccc3)O[C@H]2COC(=O)CC/C(C)=N\O[C@@H](C)c2cn([C@H]3COC[C@H]3O)nn2)cc1 | -8%[17.5 µM] | . | . | -11%[13.1 µM] | . | . | -0.5%[10.1 µM] |
| CN1CCN(Cc2cc(=O)oc3ccc(Cl)cc23)CC1 | 6% | -2% | 0%[38.3 µM] | 2% | 9%[46.1 µM] | 26% | -1.9% |
| COc1ccc(-n2c(-c3ccc(F)cc3)cnc2SCC(=O)NCc2ccco2)cc1 | -8% | -5% | 41%[activator][38.3 µM] | ? | ? | 1% | -1.0% |
| CCC1=C2CC[C@H]3C(=O)N(CC(=O)OC)C(=O)[C@H]3[C@H]2[C@@]2(Cc3ccccc3)C(=NCCc3c[nH]c4ccccc34)OC(=O)N2C1=O | -8% | -2% | -3% | -8% | . | . | 3.6% |
| NC(=O)C1CC(=O)N(c2ccc(OCc3c(F)cccc3Cl)cc2)C1 (configuration not stated) | 5% | 1% | -1% | -2% | -5% | . | 1.1% |
| CCSc1nc2c(c(=O)[nH]c(=O)n2C)n1CC(O)COc1ccccc1 (configuration not stated) | 3% | 2% | 5% | 9% | 11% | -21%[46 µM] | -0.4% |
| COC(=O)c1sccc1NC(=O)c1ccoc1C | -3% | 12% | -16%[38.3 µM] | 7% | 12%[46.1 µM] | 0% | 0.7% |
| CSc1nc(-c2ccco2)nn1C(=O)c1ccccc1Cl | 0% | . | . | 0% | -26% | . | -1.1% |
| COc1ccc(C2C3C(=O)N(Cc4ccccc4)C(=O)C3ON2c2ccccc2)c(OC)c1OC (configuration not stated) | 5% | 0% | 4%[38.3 µM] | 3% | -21%[46.1 µM] | ? | -3.9% |
| O=C(NC1CCCCC1)NC12CC3CC(CC(C3)C1)C2 | 6% | 9% | 7% | 6% | -17% | . | -0.3% |
| CCCc1cc(=O)n2c([nH]c3ccccc32)c1C#N | ? | 12% | 21%[38.3 µM] | 4% | -4%[46.1 µM] | ? | 1.0% |
| S=C(NCCc1ccccn1)Nc1ccc(Cl)cc1Cl | 3% | -2% | 0% | 6% | -6% | -26%[46 µM] | 1.1% |
| COc1ccc(NC(=O)C2CCN(S(=O)(=O)c3cccc4cccnc34)CC2)cc1 | -5% | -5% | 13%[38.3 µM] | 7% | -10%[46.1 µM] | ? | -0.3% |
| COc1ccc(NC(=O)c2sccc2C)c([N+](=O)[O-])c1 | -2% | -17% | 7%[38.3 µM] | ? | 0%[46.1 µM] | 0% | 1.6% |
| Cc1cc(C)nc(SCC(=O)Nc2ccc(S(=O)(=O)Nc3ncccn3)cc2)n1 | -13% | -2% | 0% | 3% | -15% | . | -2.2% |
| CCC(C)[C@H](NC(=O)NC1CCN(Cc2ccccc2)CC1)C(=O)OC (some centres not stated) | 1% | -2% | ? | 5% | 14%[46.1 µM] | 8% | -1.2% |
| CCCCCC1(C)NC(=S)N(c2ccccc2)N1 (configuration not stated) | 0% | -1% | -4% | 0% | -9% | . | -5.0% |
| Nc1cc(C(=O)O)c(Oc2ccc(Cl)cc2Cl)cc1C(=O)O | -1% | 0% | -14% | 2% | 1% | -2% | 1.1% |
| Nc1nnc(SCC(=O)OCC(=O)Nc2ccccc2F)s1 | -3% | 0% | 25% | 2% | 1% | . | -1.1% |
| c1ccc(-c2nnc(CSc3nncs3)o2)cc1 | 10% | 0% | 19%[38.3 µM] | 6% | -7%[46.1 µM] | 10% | -1.1% |
| N#C/C(=C\c1c(Cl)cccc1Cl)c1nn(-c2ccccc2)c(-n2cccc2)c1C#N | 2% | . | . | -2% | 47% | . | 4.8% |
| Cc1ccc(N2C(=O)C3C(c4ccccc4)(C2=O)C3(c2ccccc2)c2ccccc2)cc1 (configuration not stated) | -1% | 6% | 1%[38.3 µM] | -7% | -18%[46.1 µM] | 4% | -0.7% |
| CCOC(=O)c1c(NC(=O)c2ccccc2N(C)S(=O)(=O)c2ccccc2)sc2c1CCCC2 | -2% | 0% | 8% | 24% | -38% | ? | -1.0% |
| O=C(NCCN1CCCC1=O)Nc1ccccc1 | 5% | 3% | 11%[38.3 µM] | 3% | -5%[46.1 µM] | -4% | 0.0% |
| CN(C)C(=S)Nc1nc2ccccc2s1 | 4% | -1% | 0% | -2% | ? | ? | ? |
| O=C(CCn1c(=S)oc2ccccc21)Nc1ccc2c(c1)OCCO2 | -5% | -3% | 24%[38.3 µM] | -2% | -5%[46.1 µM] | -6% | 0.9% |
| O=C(COC(=O)c1ccc(N2CCOCC2)c([N+](=O)[O-])c1)Nc1ccc2c(c1)OCO2 | 2% | -2% | -2% | -13% | 15% | 7% | -1.0% |
| CC(=O)CC(=O)Nc1ccc(Cl)cn1 | -10% | 4% | -7% | 4% | 14% | . | -1.7% |
| O=C(OCc1nc2ccccc2s1)c1cccc(N2C(=O)CCC2=O)c1 | 5% | -3% | 2% | 7% | -1% | . | -2.1% |
| COc1cc(S(=O)(=O)N2CCOCC2)ccc1NC(=O)CSc1nnc(N)s1 | 5% | 1% | 3%[38.3 µM] | 4% | 3%[46.1 µM] | 1% | -1.0% |
| Brc1ccc2c(c1)[C@H]1OCC[C@H]1[C@@H](c1cccs1)N2 | 10% | . | . | ? | -40% | . | 0.0% |
| Cc1ccc(O)c(C2=NCCNC(C(F)(F)F)=C2)c1 | -1% | -2% | -7%[38.3 µM] | -2% | -8%[46.1 µM] | -5% | 2.4% |
| Cc1nnc(SCC(=O)N2CCOCC2)[nH]c1=O | -5% | -2% | -11% | 5% | 17% | 4% | 0.0% |
| CCN(CC)CCCC(C)NC(=O)c1cc(=O)c2ccccc2o1 (configuration not stated) | -3% | -1% | 2% | 10% | -56% | -6%[46 µM] | -1.4% |
| COc1ccc(S(=O)(=O)Nc2cc(C)nn2-c2ccccc2)cc1 | -5% | -2% | 12%[38.3 µM] | 5% | 5%[46.1 µM] | 8% | 0.1% |
| O=C1C=CC(=O)N1c1ccc(Sc2ccc([N+](=O)[O-])cc2)cc1 | -4% | . | . | 1% | 30% | . | 7.0% |
| C=CCn1c(SCc2cc(=O)n3ccsc3n2)nc2sc(C)c(C)c2c1=O | 7% | -1% | -3%[38.3 µM] | 3% | -30%[46.1 µM] | -3% | ? |
| O=C(Nc1ccc(Br)cc1)c1ccccc1CC[N+](=O)[O-] | -5% | 6% | 41%[activator][38.3 µM] | 10% | -12%[46.1 µM] | -9% | -5.5% |
| CC(=O)Oc1ccc2nc(-c3cccs3)oc(=O)c2c1 | 1% | 1% | -1%[38.3 µM] | 1% | -6%[46.1 µM] | 4%[0.0737 µM] | -1.7% |
| O=C(c1ccc(Cl)c([N+](=O)[O-])c1)N1CCN(C(=O)c2ccco2)CC1 | -2% | 7% | 1% | 6% | 3% | -4%[46 µM] | -0.8% |
| COc1ccc(NC(=O)C(Cc2ccccc2)n2cccc2)cc1 (configuration not stated) | 4% | . | . | -7% | -4% | . | -2.7% |
| CC1(C)CC(=O)C(N=Nc2cc(Cl)c(Cl)c(Cl)c2)=C(O)C1 | -10% | -2% | -3%[38.3 µM] | -9% | -4%[46.1 µM] | 11% | -1.0% |
| Cc1noc(C)c1C1(O)CCCCCCCCCCC1 | 4% | 0% | 8% | 14% | -3% | ? | 2.3% |
| O=C(O)CCn1nnc2ccccc21 | 4% | . | . | 4% | -20% | . | 0.4% |
| CCc1cc(=O)[nH]c(SCc2ccc(C)cc2)n1 | -2% | 0% | 3% | 9% | -3% | -2%[9.22 µM] | -1.1% |
| CN(C(=O)c1cccc(C#N)c1)c1nnc(C2CCCO2)s1 (configuration not stated) | -1% | 12% | -3%[38.3 µM] | 6% | 1%[46.1 µM] | 12% | -0.2% |
| CCN1C=C(Cc2ccc(F)cc2)C2=C(C1)C(c1ccc(F)cc1)C(C#N)=C(N)O2 (configuration not stated) | -5% | -2% | 39%[activator][38.3 µM] | -6% | 10µM* | -8% | 1.4% |
| Cc1cc(N2CCN(C3CCCC3)CC2)n2ncc(-c3ccccc3)c2n1 | -7% | -1% | -10%[38.3 µM] | 10% | 6%[46.1 µM] | 11% | -0.7% |
| CCOC(=O)C1C(c2ccccc2)C(C(=O)OCC)S(=O)(=O)C(CCN(CC)CC)S1(=O)=O (configuration not stated) | 5% | -2% | 5% | -4% | -14% | -5%[46 µM] | 0.0% |
| CCCc1nc2ccccc2n1CC(O)COc1ccc(NC(C)=O)cc1 (configuration not stated) | 0% | 1% | 10% | -7% | 4% | 12%[46 µM] | 2.1% |
| O=C(COc1ccccc1N1C(=O)C2C3C=CC(C3)C2C1=O)c1ccccc1 (configuration not stated) | -2% | . | . | 3% | -4%[7.67 µM] | . | -0.3% |
| COC(=O)C(C)N(c1ccc(OC)cc1)S(C)(=O)=O (configuration not stated) | 4% | -3% | 3% | 18% | -12% | 0%[46 µM] | 9.7% |
| COc1ccc2c(CC(=O)Nc3ccc(N4CCOCC4)cc3)coc2c1 | -8% | 2% | -1% | -23% | -17% | . | -3.2% |
| Cc1nn(C)c(Cl)c1C(=O)NCC(=O)O | -1% | 0% | -5% | 3% | 21% | . | -0.2% |
| S=c1[nH]nc(-c2ccc(Cl)cc2)n1Cc1ccccc1 | -2% | -6% | 3% | 6% | ? | 6% | 1.3% |
| COC(=O)Nc1sc2c(c1C(=O)N1CCOCC1)CCC(C)C2 (configuration not stated) | 13% | 2% | 7%[38.3 µM] | 4% | -6%[46.1 µM] | -3% | -1.1% |

An excerpt from above in order of their number in CBFb-RUNX1 inh, lowest first.
smiles	CBFb-RUNX1 inh
CSc1nc(-c2ccco2)nn1C(=O)c1ccccc1Cl	0%
CN1CCN(Cc2cc(=O)oc3ccc(Cl)cc23)CC1	2%
COC(=O)c1sccc1NC(=O)c1ccoc1C	7%

Only part of the results is shown (hit frequency here may not be typical).
